# Screening results deposited in PubChem by The Scripps Research Institute Molecular Screening Center.
# TAAR1 antagonist: human TAAR1 antagonism; Q96RJ0; inhibition, % at 3 µM; CHO RD-HGA16 TAAR1, Fluo-8 calcium fluorescence, antagonist; 360,000 compounds, 1.5% hits;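 active = inhibition above a per-plate cutoff, the mean inhibition of test compounds on that plate plus 3 SD, cut at about 49% in these data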;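 note: 0% = DMSO plus EC80 beta-PEA response and 100% = DMSO alone without agonist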
# Target sequence (Q96RJ0 whole entry, looked up): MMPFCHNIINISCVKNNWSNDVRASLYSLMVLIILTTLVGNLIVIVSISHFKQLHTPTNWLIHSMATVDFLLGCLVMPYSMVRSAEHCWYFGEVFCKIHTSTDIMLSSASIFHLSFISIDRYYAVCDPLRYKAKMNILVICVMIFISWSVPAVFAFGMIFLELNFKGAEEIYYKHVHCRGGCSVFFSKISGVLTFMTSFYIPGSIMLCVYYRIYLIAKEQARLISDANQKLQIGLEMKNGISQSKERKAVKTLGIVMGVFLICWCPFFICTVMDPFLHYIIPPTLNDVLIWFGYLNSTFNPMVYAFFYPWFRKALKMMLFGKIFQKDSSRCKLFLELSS
#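 Test system: hTAAR1-expressing CHO RD-HGA16 cells, Gα16-coupled; Probe or stimulus: EC80 β-phenethylamine stimulus; Compound dosing: single nominal final test compound concentration of 3 µM; Timing: 140 s kinetic read after compound, 140 s after agonist; Signal: Fluo-8 calcium-sensitive fluorescence; Measure: % inhibition of agonist calcium response; Controls: DMSO and EC80 PEA controls.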
# OXTR potentiate: human OXTR potentiation; CHO-OTR cells, Fluo-8 calcium fluorescence, potentiator mode; 0% = oxytocin EC15, 100% = EC100; activation, % at 3 µM; 320,000 compounds, 0.061% hits; AID 2445;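 active = activation above that plate's cutoff, the mean activation of tested compounds plus 3 SD, cut at about 6.6% in these data, passing the limit was not always enough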;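 note: 100% uses oxytocin at 75 nM as the full agonist control; some results filed as inactive read as strong as hits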
# Target sequence (P30559 whole entry, looked up): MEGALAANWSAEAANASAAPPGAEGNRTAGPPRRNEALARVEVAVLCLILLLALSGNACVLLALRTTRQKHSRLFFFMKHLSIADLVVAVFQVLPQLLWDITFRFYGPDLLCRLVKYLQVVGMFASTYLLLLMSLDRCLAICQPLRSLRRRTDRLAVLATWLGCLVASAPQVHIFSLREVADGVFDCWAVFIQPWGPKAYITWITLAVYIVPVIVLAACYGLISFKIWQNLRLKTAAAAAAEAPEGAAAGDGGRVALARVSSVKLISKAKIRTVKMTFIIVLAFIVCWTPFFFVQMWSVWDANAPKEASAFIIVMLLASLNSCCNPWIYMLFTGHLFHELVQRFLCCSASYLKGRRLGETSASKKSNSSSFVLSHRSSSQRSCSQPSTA
#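 System: human OTR in CHO cells / Also added: sub-maximal oxytocin, roughly EC15 / Control set: EC15 oxytocin low, 75 nM oxytocin high / Schedule: 6 min compound pre-incubation at room temperature, 100 s kinetic read / Compound: single-point 3.0 µM / Replication: singlicate / Technique: Fluo-8 calcium dye fluorescence / Read-out basis: % activation of max/min ratio relative to oxytocin controls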
# V1aR counter: V1a receptor agonism, counter-screen for OXTR agonists; P37288; CHO-V1R cells, Fluo-8 calcium fluorescence, agonist mode; 0% DMSO, 100% 3 nM vasopressin; activation, % at 3 µM; 320,000 compounds, 0.25% hits;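 active = activation above the mean activation of all tested compounds plus 3 SD, per screening run, cut at about 20% in these data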;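 note: signal is peak over basal fluorescence ratio across a 100 second FLIPR read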
# CHO parental Ca: signal in parental CHO cells, OX1R antagonist counter-screen. parental CHO-K1, ATP-induced calcium, Fluo-8 fluorescence. inhibition, % at 5.6 µM. 330,000 compounds, 0.63% hits. AID 463079;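 active = inhibition above that plate's mean sample inhibition plus 3 SD, cut at about 26% in these data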;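 note: 0% = ATP-challenged DMSO wells and 100% = DMSO wells without ATP; some compounds past the cut are filed as inactive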
#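 Test system: parental CHO cells; detection: calcium-sensitive Fluo-8 fluorescence; evaluation: percent inhibition of calcium signal; also added: ATP as calcium-mobilizing challenge; repeats: one well per compound; control set: ATP-challenged DMSO wells low, unchallenged DMSO wells high; compound: single nominal dose of 5.6 µM per compound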
# TAAR1 ag: agonists of human TAAR1; Q96RJ0; CHO RD-HGA16 TAAR1, Fluo-8 calcium fluorescence; vehicle wells 0%, saturating PEA agonist 100%; activation, % at 3 µM; 360,000 compounds, 0.99% hits;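 active = activation above the mean activation of all test compounds in the run plus 3 SD, cut at about 38% in these data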
#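 Benchmarks: low control DMSO, high control PEA (EC100); System: CHO RD-HGA16 cells carrying human TAAR1 plus Gα16; Detection: Fluo-8 fluorescence, 5 s baseline then 140 s kinetic read; Schedule: 17-24 h plating, Fluo-8 75 min 37 °C, 30 min RT; Read-out basis: % activation from peak over basal fluorescence ratio, DMSO-to-PEA scaled.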
# CHRM1 PAM: potentiates human M1 receptor response to acetylcholine | CHO-K1 hM1, Fluo-8 calcium fluorescence, ACh EC20; 0% = ACh EC20, 100% = maximal ACh | 360,000 compounds, 0.088% hits | activation, % at 3 µM; in the data active = activation above about 19%, passing the limit was not always enough
# M1 ag: activates human CHRM1 receptor | P11229 | CHO-K1 hM1, Fluo-8 calcium fluorescence, agonist mode; 0% DMSO, 100% acetylcholine EC100 | activation, % at 3 µM | 360,000 compounds, 0.33% hits;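 active = activation above the run's mean compound activation plus 3 SD, cut at about 16% in these data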;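 note: peak over basal fluorescence ratio within a 140 s kinetic read after compound addition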
# M1 antag: antagonists of human M1 muscarinic receptor | AID 588852 | inhibition, % at 3 µM | 360,000 compounds, 1.3% hits | CHO-K1 hM1, Fluo-8 calcium fluorescence, ACh EC80 antagonist;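 active = percent inhibition above its own plate's cutoff, namely the mean of that plate's compound wells plus 3 SD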;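 note: peak over basal fluorescence ratio during 140 s after agonist addition; 0% = ACh EC80 plus DMSO and 100% = DMSO alone without agonist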
# OXTR ag: activates the human oxytocin receptor; 320,000 compounds, 0.32% hits; CHO-OTR cells, Fluo-8 calcium fluorescence; normalized: DMSO 0%, oxytocin 100%; activation, % at 3 µM; P30559; AID 2435;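 active = activation above the mean of all tested compounds plus 3 SD, cutoff set per screening run, cut at about 20% in these data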;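 note: peak over basal fluorescence ratio from a 100 s FLIPR kinetic read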
# Active calls of the source: *; . = no result given. No enrichment for hits; about 3.7% have a hit in one of these screens.
No.	SMILES	TAAR1 antagonist	OXTR potentiate	V1aR counter	CHO parental Ca	TAAR1 ag
1	CC1(C)CCc2cc(-c3ccn(S(=O)(=O)c4ccccc4Cl)n3)ccc2O1	-34	-7	1.3	-7	5
2	Cc1c(NC2=CC(=O)CC(C)(C)C2)ccc([N+](=O)[O-])c1C	13	-13	1.5	-19	1
3	O=C(c1ccccc1[N+](=O)[O-])n1cnc2ccccc21	0	-10	0.1	0	-2
4	O=C(Nc1nc2ccccc2[nH]1)c1ccccc1OC(F)F	-6	-4	1.7	-12	2
5	CC(=O)Nc1ccc(OCC(O)Cn2c(CO)nc3ccccc32)cc1 (stereo not drawn)	13	-2	1.7	-9	2
6	O=S1(=O)CC(N2CC=CC2)CN1C1CCCCC1 (stereo not drawn)	1	.	.	.	1
7	CC(C)CNC(=S)N(CCCO)Cc1cc2cc3c(cc2[nH]c1=O)OCO3	-4	-4	0.3	-11	3
8	O=S(=O)(NC1CC1)c1ccc(S(=O)(=O)N2CCCC(c3nc(-c4cccnc4)no3)C2)cc1 (stereo not drawn)	16	-12	6.5	-20	13
9	COCCCNC(=O)C1CCC(=O)N1Cc1ccccc1Cl (stereo not drawn)	-4	-12	0.8	-3	10
10	Cc1c(NC(=O)Nc2ccc([N+](=O)[O-])cc2)c(=O)n(-c2ccccc2)n1C	-7	-13	-0.1	-12	0
11	Cc1noc(C)c1CSCC(=O)Nc1nnc(CC(C)C)s1	-31	-6	0.3	-14	0
12	O=C(Cn1nc(-c2ccccc2)c2ccccc2c1=O)Nc1ccc(F)cc1	-34	-5	2.7	-17	8
13	Cc1cc(/C=C(\C#N)C(=O)NCc2ccccc2)c(C)[nH]1	-11	.	.	.	2
14	CCNC(=O)CSc1nc2ccccc2c(=O)n1-c1cccc(OC)c1	3	-2	-1.0	-15	6
15	Cc1cnc(C(=O)N(c2ccc(N3CCOCC3)cc2)C2C(=O)Nc3ccccc3N=C2c2ccc3c(c2)OCO3)cn1 (stereo not drawn)	-15	.	.	.	1

No.	CHRM1 PAM	M1 ag	M1 antag	OXTR ag
1	20	2	-25	-0.5
2	10	-10	-6	0.7
3	12	-7	-7	-0.3
4	14	-3	-16	0.1
5	2	-3	1	1.0
6	10	-8	-4	.
7	9	-4	-8	-1.6
8	-22	-2	23	9.0
9	8	-4	1	0.6
10	11	-3	-11	-0.6
11	2	-5	-8	0.7
12	7	1	2	1.1
13	8	-3	-11	.
14	-1	-5	8	-1.0
15	3	-5	-19	.

# Next section, overlapping the part above by 7 compounds.
No.	SMILES	TAAR1 antagonist	OXTR potentiate	V1aR counter	CHO parental Ca	TAAR1 ag
9	COCCCNC(=O)C1CCC(=O)N1Cc1ccccc1Cl (stereo not drawn)	-4	-12	0.8	-3	10
10	Cc1c(NC(=O)Nc2ccc([N+](=O)[O-])cc2)c(=O)n(-c2ccccc2)n1C	-7	-13	-0.1	-12	0
11	Cc1noc(C)c1CSCC(=O)Nc1nnc(CC(C)C)s1	-31	-6	0.3	-14	0
12	O=C(Cn1nc(-c2ccccc2)c2ccccc2c1=O)Nc1ccc(F)cc1	-34	-5	2.7	-17	8
13	Cc1cc(/C=C(\C#N)C(=O)NCc2ccccc2)c(C)[nH]1	-11	.	.	.	2
14	CCNC(=O)CSc1nc2ccccc2c(=O)n1-c1cccc(OC)c1	3	-2	-1.0	-15	6
15	Cc1cnc(C(=O)N(c2ccc(N3CCOCC3)cc2)C2C(=O)Nc3ccccc3N=C2c2ccc3c(c2)OCO3)cn1 (stereo not drawn)	-15	.	.	.	1
16	O=C(NC1CC1)C1=C[C@@H](c2ccc(Br)cc2)C[C@@H](OCCCCO)O1	9	-7	-0.2	-15	0
17	Cc1cccc(NC(=O)[C@H](Cc2c[nH]c3ccccc23)NC(=O)[C@@H]2Cc3ccccc3CN2)c1	18	-9	1.5	-8	17
18	CN(C)CCN(C(=O)c1ccc2ccccc2c1)c1nc2c(F)cc(F)cc2s1	-11	-7	-0.3	-3	2
19	O=c1[nH]c2ccc(S(=O)(=O)N3CCCC3)cc2[nH]1	3	-3	0.5	0	-2
20	CCOc1ccc(-c2nc(CSCC(=O)N3CCN(c4cccc(OC)c4)CC3)c(C)o2)cc1	51*	-7	8.8	75*	5
21	Cc1ccccc1-c1cnn(-c2cccc([N+](=O)[O-])c2)c1N	11	5	0.0	3	7
22	C=CCOc1cccc(C2C(C(=O)c3ccc(C)o3)=C(O)C(=O)N2CCN(C)C)c1 (stereo not drawn)	8	-5	1.3	-10	15
23	CC(C)(C)NC(=O)NC(=O)COC(=O)CCC1CCCCC1	9	-18	0.0	-2	1
24	COc1ccccc1CC(=O)Nc1ccccc1O	15	-5	0.9	3	10
25	CCc1nnc(NC(=O)[C@@H](NC(=O)c2cccc(S(=O)(=O)N(CC)CC)c2)C(C)C)s1	4	-4	-0.5	-13	5
26	COc1ccc(OCC(=O)OCC(=O)NCc2ccco2)cc1	-5	-11	0.2	13	4
27	Cc1cccc([N+](=O)[O-])c1NC(=O)CN(Cc1ccccc1)Cc1ccccc1	40	2	1.2	-14	5
28	CCOCCCNC(=O)CCc1ccc(S(=O)(=O)Nc2ccc(C)cc2)cc1	-1	-9	3.2	-6	5
29	COc1ccc(CCN2C(=NC(=O)CCC(=O)O)SC3CS(=O)(=O)CC32)cc1 (stereo not drawn)	5	-3	0.7	-14	0
30	COc1ccc(C(CCc2ccc(C)o2)NC(=O)Nc2ccc(OC)cc2OC)cc1 (stereo not drawn)	9	-9	-1.0	-23	-1

No.	CHRM1 PAM	M1 ag	M1 antag	OXTR ag
9	8	-4	1	0.6
10	11	-3	-11	-0.6
11	2	-5	-8	0.7
12	7	1	2	1.1
13	8	-3	-11	.
14	-1	-5	8	-1.0
15	3	-5	-19	.
16	-11	-3	13	-0.6
17	2	-1	-10	6.1
18	8	-2	-14	0.2
19	3	-4	-7	1.1
20	-19	-2	35*	6.8
21	2	-9	-6	-0.9
22	2	-4	-2	1.9
23	-1	-2	-6	-1.3
24	7	-3	-2	1.4
25	-5	-7	-3	-1.4
26	1	1	-40	-1.1
27	3	-7	-3	-1.6
28	3	-4	5	1.4
29	8	-7	-12	0.3
30	-5	-5	10	-0.2

# Going on with the list.
No.	SMILES	TAAR1 antagonist	OXTR potentiate	V1aR counter	CHO parental Ca	TAAR1 ag
31	COc1ccc([C@@H]2[C@@H]3C(=O)N(C(C)(C)C)C(=O)[C@@H]3[C@]3(C)C(=O)N(c4ccc(C(F)(F)F)cc4)C(=O)N23)cc1	1	1	-0.8	-19	12
32	O=C(/C=C/c1ccc(F)cc1)N1CCN(Cc2ccccc2)CC1	-1	-1	0.4	-16	13
33	Cc1ccc(C)c(C2=CSC3=NCCN23)c1	1	-4	0.9	-12	2
34	CCS(=O)(=O)N1CCN=C1SCc1cccnc1	-11	-3	-0.1	-14	5
35	O=C(O)C1CCCN1c1ncccn1 (stereo not drawn)	-18	2	0.5	-3	3
36	O=S(=O)(c1ccccc1)N(Cc1ccccc1)c1ccccn1	-10	-2	-1.4	-12	2
37	CCCCNC(=O)C1(C)CCN1C(=O)c1cccnc1Oc1ccccc1 (stereo not drawn)	-21	.	.	.	7
38	O=C1CCC(C(=O)N2CCCO2)CN1Cc1cccc(C(F)(F)F)c1 (stereo not drawn)	-1	.	.	.	1
39	O=C(Nc1nnc(S(=O)(=O)N2CCCC2)s1)c1cccc([N+](=O)[O-])c1	.	-8	4.4	0	.
40	Cc1onc(-c2ccc(Cl)cc2Cl)c1-c1csc(COc2ccccc2)n1	-25	-6	1.8	-20	2
41	Cc1nn(CC(=O)N2CCOCC2)c(C)c1[N+](=O)[O-]	0	-4	1.0	-16	2
42	Cc1cc(C)c2c(n1)nn1c(C3CC3)cc(C(F)(F)F)nc21	1	-14	-0.3	-10	10
43	Cc1cnc(C=O)c2cccc([N+](=O)[O-])c12	-5	.	.	.	9
44	CCN(C(=O)c1cc(S(=O)(=O)N2CCCCC2)c[nH]1)c1ccc(OC)cc1	7	-8	2.3	-1	3
45	CCOc1ccc(Cl)cc1CSc1ncn[nH]1	-3	2	0.4	-21	0

No.	CHRM1 PAM	M1 ag	M1 antag	OXTR ag
31	1	-6	-2	-1.0
32	1	-5	-3	-2.2
33	-6	-6	1	1.0
34	-2	-6	-2	0.2
35	8	-3	-3	0.8
36	10	-6	-10	-3.1
37	7	-1	-13	.
38	14	1	-6	.
39	4	1	-7	2.0
40	8	-1	-5	0.5
41	4	2	1	0.4
42	3	-4	-5	-0.9
43	10	-2	-8	.
44	-5	-2	3	0.4
45	9	-8	-10	-1.0

# Going on with the list.
No.	SMILES	TAAR1 antagonist	OXTR potentiate	V1aR counter	CHO parental Ca	TAAR1 ag
46	C/C(=C\c1ccccc1)C(=O)Nc1ccc(S(=O)(=O)Nc2ncccn2)cc1	-18	-2	0.3	-2	3
47	Cn1c(SCc2ccc(Br)cc2)nc2c(c1=O)SCC2	-34	-8	2.0	25	0
48	C=CCn1c(SCC(=O)c2[nH]c(C)c(C(C)=O)c2C)nnc1-c1ccncc1	7	-1	2.4	8	9
49	Cc1ccc(S(=O)(=O)N2CCC[C@H]2C(=O)Nc2ccccc2Cl)cc1	-16	-3	0.4	-16	0
50	CCCCn1nc2cc(C(=O)N(CC)c3ccc(OC)cc3)ccc2c1OCC	-3	-10	-1.3	-8	9
51	COc1ccc(-c2nnc(SCC(=O)NC(C)c3ccccc3)o2)cc1 (stereo not drawn)	-13	-5	0.5	-13	1
52	CC(C)c1ccc(N=Cc2c(O)c3ccccc3oc2=O)cc1	13	8	0.0	-20	4

No.	CHRM1 PAM	M1 ag	M1 antag	OXTR ag
46	9	-5	-13	0.5
47	3	0	-3	3.0
48	5	-2	-29	4.3
49	7	-3	-9	-1.5
50	12	-3	-9	-2.2
51	-6	-4	0	-0.6
52	1	-4	-12	-0.2
